Glioma ERSR ind – induces the endoplasmic reticulum stress response in human glioma cells; AID 602332; Potency, µM, without a hit: top-dose activation, actives largely listed as activators; 0.02% of 420,000 active; U87-MG GRP78 promoter luciferase reporter, 16 h; further: potency means the concentration at half of the fitted maximal effect; series mostly up to about 76 µM; % of control where 0% means no effect; nearly all actives have a fitted effect of over 35% in size
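Stably transfected U87-MG glioma cells carrying a GRP78-based luciferase sensor; 16 h compound incubation. Luminescence end-point read 10 min after Bright-Glo addition at room temperature.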
Vif-A3G inh – blocks the Vif interaction with human APOBEC3G; HeLa A3G-eYFP + Vif (tagged APOBEC3G with the HIV-1 protein that degrades it), YFP fluorescence, overnight; 0.076% of 410,000 active; Potency, µM (top dose mostly 46.1 µM), without a hit: at the highest dose activity, negative = active, hits mostly inhibitors; AID 602310;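 further: potency means the concentration at half of the fitted maximal effect; on the % scale 0 is the no-effect control and ±100 the full control effect; nearly all actives have a fitted effect of over 60% in size; hits raise eYFP signal because A3G escapes Vif-driven loss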
Target sequence (Q9HC16 whole entry, looked up): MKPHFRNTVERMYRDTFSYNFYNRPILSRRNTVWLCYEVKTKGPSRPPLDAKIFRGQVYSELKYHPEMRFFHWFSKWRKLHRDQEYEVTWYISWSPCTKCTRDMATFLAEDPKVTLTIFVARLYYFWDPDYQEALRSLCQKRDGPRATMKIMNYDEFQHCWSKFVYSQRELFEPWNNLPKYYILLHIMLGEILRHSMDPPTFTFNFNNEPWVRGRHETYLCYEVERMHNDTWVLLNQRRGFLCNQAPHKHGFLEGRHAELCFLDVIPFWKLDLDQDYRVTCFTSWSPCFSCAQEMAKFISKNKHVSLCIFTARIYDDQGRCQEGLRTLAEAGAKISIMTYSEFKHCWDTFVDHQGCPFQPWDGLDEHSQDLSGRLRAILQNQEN
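HeLa cells stably expressing Vif and C-terminally eYFP-tagged A3G, seeded overnight at 37 deg C, then exposed to compound by pintool overnight at 37 deg C. Rise in yellow fluorescence (Ex 488/Em 500-530, Acumen) marks blocked Vif-driven A3G degradation.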
D1 ag – activates the human D1 dopamine receptor. HEK293 T-REx D1 cells, calcium flux, agonist mode. P21728. activation, % at 2 µM. 1% of 360,000 active; in the data active means activation above about 30%; further: 0% is about no effect
Target sequence (P21728 whole entry, looked up): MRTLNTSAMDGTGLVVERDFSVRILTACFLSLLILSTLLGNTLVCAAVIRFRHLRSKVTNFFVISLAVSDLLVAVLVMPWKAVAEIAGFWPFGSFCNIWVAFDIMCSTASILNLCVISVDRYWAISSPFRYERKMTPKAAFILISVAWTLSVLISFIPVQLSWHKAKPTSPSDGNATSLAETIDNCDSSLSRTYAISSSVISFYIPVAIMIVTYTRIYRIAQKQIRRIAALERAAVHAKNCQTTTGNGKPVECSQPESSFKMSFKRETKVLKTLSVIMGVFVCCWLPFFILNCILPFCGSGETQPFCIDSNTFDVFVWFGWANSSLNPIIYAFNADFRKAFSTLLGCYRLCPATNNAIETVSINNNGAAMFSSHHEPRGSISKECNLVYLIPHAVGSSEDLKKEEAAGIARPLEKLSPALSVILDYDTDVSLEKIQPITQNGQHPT
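Inducible HEK293 T-REx D1 cells, force-coupled to calcium signalling, were plated at 4000 cells/well with tetracycline and held overnight at 30 C. After no-wash calcium dye loading, compound-evoked calcium rise over 180 s flagged agonists.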
D1 PAM – enhances dopamine response at the human D1 receptor; AID 504651; potentiation, % at 10 µM; HEK293 TREx D1 cells, calcium flux, dopamine EC20 potentiation; 0.036% of 360,000 active; in the data active means potentiation above about 30%; further: 0% is about no effect
D1 antagonist – human D1 dopamine receptor antagonism | P21728 | 3.2% of 360,000 active | activity change, negative = inhibition, % at 10 µM | HEK293 TREx D1 cells, calcium flux, dopamine EC80; hits give low values; in the data active means activity change below about -30%; further: on the % scale 0 is the no-effect control and ±100 the full control effect
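Inducible Hek293 Trex D1 cells (tetracycline, overnight, 30 C). Calcium dye 30–90 min RT. Antagonist mode: EC80 dopamine added after 180 s compound read.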
RXFP1 agonist – activates the human relaxin receptor RXFP1 | HEK293T-RXFP1 cAMP TR-FRET, 30 min; response scale: percent of porcine relaxin response, buffer zero | Potency, µM (top dose mostly 57.5 µM), for inactives: at the highest dose activation, usual class: activators | AID 2676 | 0.3% of 370,000 active; further: potency means the concentration at half of the fitted maximal effect; on the % scale 0 is the no-effect control and ±100 the full control effect; nearly all actives have a fitted effect of over 60% in size; many of its hits are not listed in these tables
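HEK293T cells stably expressing RXFP1 were pretreated with the PDE4 inhibitor Ro 20174, exposed to compounds for 30 min at 37C, lysed, and cAMP was read by TR-FRET. Data normalized to buffer (basal) and 29 nM porcine relaxin (100%).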
Vif-A3F inh – blocks the Vif interaction with APOBEC3F; Potency, µM (series often up to 46.1 µM), for inactives: top-dose activity, negative = active; HeLa A3F-eYFP + Vif (tagged APOBEC3F with the HIV-1 protein that degrades it), YFP fluorescence increase; 0.2% of 390,000 active; AID 602313; further: potency means the concentration at half of the fitted maximal effect; % of control where 0% means no effect; nearly all actives have a fitted effect of over 65% in size
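HeLa cells stably expressing A3F-eYFP plus Vif, plated and incubated overnight at 37 deg C, then exposed to compounds overnight at 37 deg C. Blocked degradation read as raised yellow fluorescence (Ex 488/Em 500-530).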
D2 PAM – positively modulates the human D2 dopamine receptor allosterically; HEK293 T-REx D2, calcium flux, EC20 dopamine potentiation; 0.34% of 340,000 active; potentiation, % at 10 µM; P14416;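 active means potentiation over 3 SD above the plate norm, cut at about 30% in these data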; further: 0% is about no effect
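Using a no-wash calcium dye in inducible, force-coupled HEK293 Trex cells expressing D2, we tracked fluorescence each second for 180 s after compound, then for 180 s after EC20 dopamine to detect augmented signalling.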
RXFP1 antagonist – RXFP1 (human) relaxin receptor antagonism; 0.59% of 350,000 active; HEK293-RXFP1, relaxin-stimulated cAMP HTRF, 30 min; hits give low values; Q9HBX9; activity change, negative = inhibition, % at 57.5 µM;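 active means activity change of -60% or lower, but not beyond a set lower limit; inconclusive means change between -60% and -40%, or beyond the set limit; inactive means change above -40%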; further: on the % scale 0 is the no-effect control and ±100 the full control effect
An asterisk follows results filed as active; ? = inconclusive; nt = not tested or not shown. Unless noted, the call rests on the fitted dose curve; in most records, active means well fitted curve in the direction sought with a large enough effect; inconclusive means small, poorly fitted or top-dose-only effect, or another doubt; inactive means no such curve, though single readings can be large; an effect the other way counts as inactive or inconclusive. Some of the compounds tested, so the mix of outcomes need not match the whole.

Under each structure – Glioma ERSR ind | Vif-A3F inh | D1 PAM | D1 ag | D1 antagonist | RXFP1 agonist | RXFP1 antagonist | Vif-A3G inh | D2 PAM
CC(=O)CCc1c(C)c2cccc(C)c2[nH]c1=O
    -3% | 0% | 11 | -1 | 2 | 3.0% | -3 | -2% | -5
O=C(CSc1nnnn1-c1ccccc1)N1CCc2ccccc2C1
    0% | -4% | -1 | 6 | 4 | 1.2% | -8 | 4% | 5
COc1cccc(CN2CC(C(=O)NCc3cnn(C)c3)CCC2=O)c1 (configuration not stated)
    -4% | -13% | 1 | 0 | 2 | 0.0% | -6 | -1% | -5
CC(C)OC(=O)Cn1nnc2c(cnn2-c2ccccc2)c1=O
    -1% | nt | 0 | 1 | -11 | -1.3% | 5 | 1% | -8
COc1ccccc1CNC(=O)c1ccc(S(=O)(=O)N(C)C)cc1
    -3% | -12% | -1 | -3 | -19 | 0.7% | 8 | 0% | -2
Cc1nnc(SCC(=O)Nc2cccc(N)c2)n1-c1ccccc1
    -1% | 7% | -3 | 8 | 22 | -0.5% | -9 | 1% | 12
CC1NC(C)(C)Cc2c1ccc1ccccc21 (configuration not stated)
    -2% | -26% | -3 | 9 | 0 | 2.1% | -14 | -2% | 8
O=C(c1ccc(Cl)cc1)N1CCN(C(=O)C2CCCCC2)CC1
    -8% | 4% | -7 | 3 | -9 | 2.2% | 2 | 4% | -1
CCOc1ccc(N(C(=O)Nc2ccccc2)C2=NCCC2)cc1
    0% | 0% | -9 | 2 | -8 | -0.8% | 3 | -1% | -7
COc1ccc(CNC(=O)CCc2cn(C)c3ccccc23)cc1
    0% | -2% | 3 | 1 | -6 | -0.4% | 3 | 1% | 3
Cc1ccc(-c2noc(CCC(=O)NCc3ccc4c(c3)OCO4)n2)cc1
    -4% | -1% | -3 | 1 | -21 | -0.5% | -6 | 2% | nt
S=C(Nc1ccc(Nc2ccccc2)cc1)NC1CCCCCC1
    -2% | ? | -6 | 2 | -12 | -0.5% | -18 | 0% | 0
CCn1c(=O)n(CC)c2cc(N3CCCC3)c(NC(=O)c3ccccc3)cc21
    -2% | 2% | 1 | 4 | 11 | -0.9% | -13 | -3% | 1
COc1cc(/C=N/NC(=S)Nc2cccnc2)cc(OC)c1OC
    -3% | -30% | 3 | 1 | -1 | 2.2% | 10 | -5% | 3
CCOC(=O)c1cccc(NC(=O)c2ccc3c(Cl)c4c(nc3c2)CCC4)c1
    2% | -9% | -3 | 6 | 5 | 1.6% | nt | 4% | 4

A portion from the list above, as a working copy:
Under each structure – Glioma ERSR ind | Vif-A3F inh | D1 PAM | D1 ag | D1 antagonist | RXFP1 agonist | RXFP1 antagonist | Vif-A3G inh | D2 PAM
CC(=O)CCc1c(C)c2cccc(C)c2[nH]c1=O
    -3% | 0% | 11 | -1 | 2 | 3.0% | -3 | -2% | -5
O=C(CSc1nnnn1-c1ccccc1)N1CCc2ccccc2C1
    0% | -4% | -1 | 6 | 4 | 1.2% | -8 | 4% | 5
COc1cccc(CN2CC(C(=O)NCc3cnn(C)c3)CCC2=O)c1 (configuration not stated)
    -4% | -13% | 1 | 0 | 2 | 0.0% | -6 | -1% | -5
CC(C)OC(=O)Cn1nnc2c(cnn2-c2ccccc2)c1=O
    -1% | nt | 0 | 1 | -11 | -1.3% | 5 | 1% | -8
COc1ccccc1CNC(=O)c1ccc(S(=O)(=O)N(C)C)cc1
    -3% | -12% | -1 | -3 | -19 | 0.7% | 8 | 0% | -2
Cc1nnc(SCC(=O)Nc2cccc(N)c2)n1-c1ccccc1
    -1% | 7% | -3 | 8 | 22 | -0.5% | -9 | 1% | 12
CC1NC(C)(C)Cc2c1ccc1ccccc21 (configuration not stated)
    -2% | -26% | -3 | 9 | 0 | 2.1% | -14 | -2% | 8
O=C(c1ccc(Cl)cc1)N1CCN(C(=O)C2CCCCC2)CC1
    -8% | 4% | -7 | 3 | -9 | 2.2% | 2 | 4% | -1
CCOc1ccc(N(C(=O)Nc2ccccc2)C2=NCCC2)cc1
    0% | 0% | -9 | 2 | -8 | -0.8% | 3 | -1% | -7
COc1ccc(CNC(=O)CCc2cn(C)c3ccccc23)cc1
    0% | -2% | 3 | 1 | -6 | -0.4% | 3 | 1% | 3
Cc1ccc(-c2noc(CCC(=O)NCc3ccc4c(c3)OCO4)n2)cc1
    -4% | -1% | -3 | 1 | -21 | -0.5% | -6 | 2% | nt
S=C(Nc1ccc(Nc2ccccc2)cc1)NC1CCCCCC1
    -2% | ? | -6 | 2 | -12 | -0.5% | -18 | 0% | 0
CCn1c(=O)n(CC)c2cc(N3CCCC3)c(NC(=O)c3ccccc3)cc21
    -2% | 2% | 1 | 4 | 11 | -0.9% | -13 | -3% | 1
COc1cc(/C=N/NC(=S)Nc2cccnc2)cc(OC)c1OC
    -3% | -30% | 3 | 1 | -1 | 2.2% | 10 | -5% | 3
CCOC(=O)c1cccc(NC(=O)c2ccc3c(Cl)c4c(nc3c2)CCC4)c1
    2% | -9% | -3 | 6 | 5 | 1.6% | nt | 4% | 4

Complete entries as entered above. Order of values: Glioma ERSR ind | Vif-A3F inh | D1 PAM | D1 ag | D1 antagonist | RXFP1 agonist | RXFP1 antagonist | Vif-A3G inh | D2 PAM
Listed for CC(=O)CCc1c(C)c2cccc(C)c2[nH]c1=O : -3% | 0% | 11 | -1 | 2 | 3.0% | -3 | -2% | -5
Listed for CC1NC(C)(C)Cc2c1ccc1ccccc21 (configuration not stated) : -2% | -26% | -3 | 9 | 0 | 2.1% | -14 | -2% | 8

Later entries.
Under each structure – Glioma ERSR ind | Vif-A3F inh | D1 PAM | D1 ag | D1 antagonist | RXFP1 agonist | RXFP1 antagonist | Vif-A3G inh | D2 PAM
O=C(CCS(=O)(=O)c1ccccc1)Nc1ncc([N+](=O)[O-])s1
    -15% | 13% | 0 | 2 | -1 | 0.3% | -15 | -25% | 12
CN(Cc1cccc(C(F)(F)F)c1)Cc1nc(-c2cnccn2)no1
    -1% | 3% | 4 | -1 | 8 | -1.5% | 5 | 1% | 1
O=C(Cn1cc(S(=O)(=O)Cc2ccccc2F)c2ccccc21)Nc1ccc(F)c(Cl)c1
    -3% | 0% | 8 | 4 | -4 | 1.3% | -25 | -4% | 3
COc1cccc(NC(=O)c2ccc3c(c2)N(CC(=O)N2CCOCC2)C(=O)C(C)(C)O3)c1
    -3% | ? | 0 | 5 | -10 | 5.4% | -5 | -7% | 0
CCCCNC(=O)c1cc2c(=O)n3cccc(C)c3nc2n1C
    nt | nt | -8 | 1 | 9 | 2.2% | nt | nt | -10
COc1ccc(CC2(CO)CCN(Cc3cnn(C)c3C)CC2)cc1
    -6% | 5% | -1 | 1 | 11 | 0.2% | 0 | 1% | -16
Cc1cc(=O)n2[nH]c(=O)c(N=Nc3ccccc3)c2[nH]1
    1% | -4% | -2 | 3 | 3 | -6.2% | 4 | 1% | 13
O=C(COC(=O)CSc1nnc(-c2ccc(Cl)cc2)o1)Nc1cc(Cl)cc(Cl)c1
    -9% | -13% | -4 | 7 | -5 | 1.4% | 4 | -3% | nt
CN(C)c1ccc(C(CNS(=O)(=O)c2cc(F)ccc2F)N2CCOCC2)cc1 (configuration not stated)
    -4% | -6% | 0 | 6 | -4 | -2.3% | -13 | 5% | 5
Cc1ccc(NC(=O)Cn2cc(S(=O)(=O)Cc3ccccc3)c3ccccc32)cc1C
    -1% | 0% | 2 | 19 | 5 | 3.5% | -26 | -2% | 8
Cc1cc(-c2ccc(C)c(S(=O)(=O)NCc3ccc(OC(C)C)cc3)c2)on1
    4% | 7% | -3 | 11 | -15 | -2.7% | -12 | 1% | -10
Cc1ccc(-n2c([C@@H]3C[C@H]3c3ccccc3)n[nH]c2=S)cc1
    -1% | 6% | -1 | 4 | 4 | -0.3% | -14 | 1% | 7
C=CCN1C(=O)CC(C(=O)NC)SC1=Nc1ccc(C(=O)OCC)cc1 (configuration not stated)
    -4% | -3% | 1 | -2 | -5 | 0.8% | -8 | -7% | 2
CN(C)c1ccc(P(=O)(OC2CCCCC2)C(O)c2ccccn2)cc1 (configuration not stated)
    -3% | -21% | 5 | 4 | -2 | -0.7% | 0 | 1% | 4
Cc1ccc(Cl)cc1N1CCN(C(=O)c2cnc(N3CCOCC3)c3ccccc23)CC1
    -8% | 5% | 0 | 1 | 16 | -1.0% | -82* | -6% | nt
COc1ccc(CNC(=O)CN2C(=O)c3ccccc3S2(=O)=O)cc1
    -6% | 4% | nt | nt | nt | nt | -7 | 1% | nt
CC(C)OC(=O)CSc1nnc(C2CCCCC2)n1N
    0% | -9% | -4 | 3 | -9 | 0.0% | 0 | 0% | -11
